Source: PubChem
PPARg SRC3 recr – promotes SRC-3 coactivator recruitment by human PPARgamma. hit rate 0.26% among 200,000. P37231. activation, % at 8 µM. biochemical PPARgamma/SRC-3 coactivator recruitment assay; in the data active means activation above about 23%;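 further: 0% = DMSO and 100% = reference agonist; some compounds past the cut are filed as inactive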
Target sequence (P37231 whole entry, looked up): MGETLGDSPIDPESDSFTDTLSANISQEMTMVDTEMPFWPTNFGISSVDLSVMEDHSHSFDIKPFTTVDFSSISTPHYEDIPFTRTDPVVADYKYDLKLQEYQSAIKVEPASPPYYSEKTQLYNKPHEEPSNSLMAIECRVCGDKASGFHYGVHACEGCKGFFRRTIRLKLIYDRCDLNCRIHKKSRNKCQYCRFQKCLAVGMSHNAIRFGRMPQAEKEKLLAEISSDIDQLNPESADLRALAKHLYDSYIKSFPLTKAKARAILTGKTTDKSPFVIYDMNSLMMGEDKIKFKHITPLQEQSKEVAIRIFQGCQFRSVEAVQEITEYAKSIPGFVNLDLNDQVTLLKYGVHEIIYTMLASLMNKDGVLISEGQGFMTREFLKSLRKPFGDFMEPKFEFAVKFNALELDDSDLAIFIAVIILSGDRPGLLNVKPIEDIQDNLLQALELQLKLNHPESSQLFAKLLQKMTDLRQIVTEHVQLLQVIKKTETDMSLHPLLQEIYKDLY
bIAP inhibitor – intestinal alkaline phosphatase (bovine) inhibition; inhibition, % at 20 µM; AID 1019; purified bovine IAP, CDP-star luminescence, 30 min; 190,000 tested, under 10 active;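 active means over 50% inhibition of intestinal alkaline phosphatase at 20 µM in the single-dose screen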
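Assay system: bovine IAP enzyme; medium: DEA buffer 100 mM, pH 9.8, with MgCl2 1.0 mM, ZnCl2 0.02 mM; doses: 20 µM single dose; incubation: enzyme reaction for 30 min at room temperature; detection: CDP-star luminescence signal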
HMGR II inh – blocks class II HMG-CoA reductase of Enterococcus faecalis; inhibition, % at 10 µM; AID 1066; purified E. faecalis HMGR, NADPH absorbance 340 nm kinetic; hit rate 0.41% among 190,000;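 active means inhibition above a set limit, the median over all tested compounds plus 3 SD, cut at about 9.5% in these data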;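 further: enzyme runs in reverse so mevalonate oxidation gives rising NADPH absorbance; 0% = complete reaction with DMSO and 100% = background rate lacking mevalonate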
TNAP inh hiacc – inhibitors of human TNAP at high phosphate acceptor concentration | AID 1135 | P05186 | hit rate 0.03% among 200,000 | purified TNAP, CDP-star luminescence, 1 M DEA | inhibition, % at 20 µM;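 active means over 50% inhibition of tissue-nonspecific alkaline phosphatase at 20 µM in the single-dose screen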;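 further: plate controls were DMSO wells for no effect and EDTA-quenched wells as full inhibition for full effect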
Target sequence (P05186 whole entry, looked up): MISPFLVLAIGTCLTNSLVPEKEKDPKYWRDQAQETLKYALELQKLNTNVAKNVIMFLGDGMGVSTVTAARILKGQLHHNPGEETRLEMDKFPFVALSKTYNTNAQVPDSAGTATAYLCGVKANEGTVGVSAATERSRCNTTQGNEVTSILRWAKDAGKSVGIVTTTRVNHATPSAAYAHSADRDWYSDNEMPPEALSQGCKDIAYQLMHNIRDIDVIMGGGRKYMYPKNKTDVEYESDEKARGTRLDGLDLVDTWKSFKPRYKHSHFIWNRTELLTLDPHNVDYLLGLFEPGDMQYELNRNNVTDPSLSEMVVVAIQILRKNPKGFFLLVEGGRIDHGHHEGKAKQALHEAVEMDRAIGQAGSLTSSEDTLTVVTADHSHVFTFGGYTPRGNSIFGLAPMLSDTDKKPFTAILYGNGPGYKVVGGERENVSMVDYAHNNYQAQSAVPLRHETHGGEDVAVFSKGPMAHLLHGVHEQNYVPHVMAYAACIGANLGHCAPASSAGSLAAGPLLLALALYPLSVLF
SRC2 TRFRET art – counter-screen for PPARgamma SRC-2 recruitment agonists: TR-FRET artefact | stronger effect = higher value | TR-FRET ratio at 8 µM | hit rate 0.4% among 200,000 | AID 1049; in the data active means TR-FRET ratio above about 2000; further: inactives centre near 1500; reference of the scale not given here
bIAP activator – increases bovine intestinal alkaline phosphatase activity. purified bovine IAP, CDP-star luminescence, 30 min; stronger effect = higher value; fold of DMSO-control signal, blank-subtracted. AID 1016. hit rate 0.17% among 200,000. activation factor at 20 µM;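 active means activation factor of 2 or more at 20 µM, a signal rise over negative controls twice the positive control's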
TNAP inh no acc – TNAP (human) inhibition, acceptor-free conditions. P05186. purified TNAP, CDP-star luminescence, 30 min. inhibition, % at 20 µM. hit rate 0.26% among 200,000;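 active means tissue-nonspecific alkaline phosphatase inhibition above about 50% at 20 µM in the single-dose screen, limit read from the data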;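 further: 0% = DMSO negative control and 100% = EDTA positive control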
TNAP act hi DEA – increases human TNAP activity under high phosphate acceptor concentration; 200,000 tested, under 10 active; purified TNAP, CDP-star luminescence, 1 M DEA, 30 min; stronger effect = higher value; 0 = EDTA background, 1 = DMSO-only activity; AID 1136; P05186; activation factor at 20 µM;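 active means activation factor at least 2 at 20 µM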
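Test system – human TNAP · Doses – 20 µM single point · Incubation – 30 min, room temperature · Signal – luminescent substrate turnover signal · Read-out basis – activation factor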
PPARg SRC-2 ag – promotes SRC-2 coactivator recruitment by human PPARgamma. P37231. hit rate 0.34% among 200,000. PPARgamma LBD-SRC-2 recruitment, biochemical. activation, % at 8 µM; in the data active means activation above about 22%;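 further: 0% = vehicle and 100% = reference agonist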
PPARg SRC1 recr – PPARgamma-driven SRC-1 recruitment agonism. P37231. PPARgamma-SRC-1 coactivator recruitment biochemical assay. activation, % at 8 µM. hit rate 0.41% among 200,000. AID 631; in the data active means activation above about 19%;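 further: 0% = DMSO and 100% = reference agonist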
* = called active by the depositor; / = not tested or not shown; & = joins results of further samples.

SMILES	PPARg SRC3 recr	bIAP inhibitor	HMGR II inh	TNAP inh hiacc	SRC2 TRFRET art	bIAP activator	TNAP inh no acc	TNAP act hi DEA	PPARg SRC-2 ag	PPARg SRC1 recr
COc1ccccc1OCC(=O)Nc1sc2c(c1C(=O)NCC1CCCO1)CCC2 (stereo not drawn)	8	-2	-1	3	1541	1	-3	1	6	-1
COc1ccccc1CC(=O)Nc1ccccc1C(=O)O	-9	-2	-5	-3	1509	1	-2	1	0	-2
CCc1cc2c(=O)n(-c3ccc(C)cc3)cnc2s1	4	13	-10	2	1531	0.9	-3	1	-6	7
COc1cc2c(cc1NC(=O)CSc1nnc(Cc3cccs3)n1Cc1ccco1)oc1ccccc12	-2	-1	-3	-3	1601	1	-11	1	8	-3
CCCN1CCC(=NNc2ccc(C(=O)O)cc2)CC1	1	-2	1	-6	1663	1	-12	1.1	4	2
CCOc1ccccc1NC(=S)/C(=C(\[O-])c1ccc2c(c1)OCCO2)[n+]1ccc(CC)cc1	-8	-8	-1	-7	1569	1.1	1	1.1	4	0
CCCCNCCCCOc1ccccc1	-1	22	1	2	1632	0.8	-8	1	5	3
O=c1c2ccccc2nnn1CSc1nnc(-c2cccs2)n1Cc1ccccc1	-2	2	1	-5	1383	1	-3	1	10	1
COc1ccc(OCC(O)CNC(=O)c2ccc(Br)cc2)cc1 (stereo not drawn)	8	12	-2	2	1428	0.9	3	1	7	0
O=C(C[n+]1ccn(CCCNP2(=O)C=C(c3ccccc3)OC(c3ccccc3)=C2)c1)c1cccs1	-1	0	-1	-4	1449	1	-2	1	-2	5
COC(=O)c1ccsc1NC(=O)CN1CCN(c2ccc(F)cc2)CC1	-12	1	-3	-7	1373	1	-11	1.1	-8	1
COC(=O)CC(=O)CSc1nc(C)cc(C)c1C#N	7	19	-8	-6	1542	0.8	-14	1.1	9	0
COc1ccc(CCN2C(=O)CS/C2=N/NC(=O)c2ccccc2F)cc1OC	1	10	-2	-1	1422	0.9	-1	1	-8	-4
O=C(COC(=O)c1ccncc1)c1ccc(Br)cc1	5	-6	/	-6	1457	1.1	-9	1.1	-1	-4
CCCc1cc(N2CCCC(C(=O)NCc3ccc4c(c3)OCO4)C2)n2ncnc2n1 (stereo not drawn)	0	-12	-5	0	1403	1.1	-5	1	-1	0
CCNc1cc2n(c(=O)n1)CCc1cc(OC)c(OC)cc1-2	-11	12	-5	-7	1259	0.9	-15	1.1	1	2
Clc1ccccc1-c1nnc(-c2cccs2)o1	5	-5	2	-3	1744	1.1	-16	1	12	2
CC1Cc2ccccc2N1c1ncnc2c1nnn2Cc1ccccc1Cl (stereo not drawn)	4	7	-8	-2	1617	0.9	1	1	6	-1
Oc1cccnc1CCc1ccccc1	1	-7	-3	-4	1521	1.1	2	1	-3	1
O=C(O)CN=C1NC2(CCCCC2)Cc2ccccc21	-3	12	4	-5	1601	0.9	-12	1	7	1
CCc1nc(SCC(=O)c2c[nH]c3ccccc23)n[nH]1	-3	-9	-3	-2	1455	1.1	0	1	-1	-1
CCN1CCN(c2nc(C)nc3c2sc(=S)n3C)CC1	23	7	2	-3	1581	0.9	-10	1	7	2
CCc1nc(SCc2cccnc2)c(C#N)cc1C	-3	4	-2	-3	1587	1	-7	1	6	-2
Cc1cccc(C(=O)N2CCC(n3nnc4cc(F)ccc43)CC2)c1	2	1	-4	-3	1350	1	-7	1	2	10
Cn1nc(C(=O)Nc2cccc(C(F)(F)F)c2)c2ccccc2c1=O	-2	0	1	-1	1610	1	-6	1	9	10
The listing continues:
SMILES	PPARg SRC3 recr	bIAP inhibitor	HMGR II inh	TNAP inh hiacc	SRC2 TRFRET art	bIAP activator	TNAP inh no acc	TNAP act hi DEA	PPARg SRC-2 ag	PPARg SRC1 recr
COc1ccc(NC(=O)Nc2c(C)n(-c3ccccc3)c(=O)n2C)cc1OC	9	4	-7	-7	1509	1	-10	1.1	12	-2
CCCC1=C(C(=O)OCC)C(c2ccc(OC)c(C)c2OC)C(C#N)=C(N)O1 (stereo not drawn)	6	4	1	4	1743	1	0	1	5	13
CC1CCCC(NC(=O)COC(=O)c2c[nH]c(=O)[nH]c2=O)C1C (stereo not drawn)	-12	24	0	0	1427	0.8	-4	1	-4	3
CC1(C)Cc2ccccc2C(c2cc3ccccc3oc2=O)=N1	4	12	0	-2	1670	0.9	-8	1	11	3
CN(C)CC(C)(C)CNS(=O)(=O)c1ccc(Cl)c(Cl)c1	5&-2	-2&-10	3&0	-7&-7	1761&1563	1&1.1	-4&-3	1.1&1.1	6&11	6&6
CCOC(=O)c1sc2nc3c(SCCC(=O)O)cc(C(=O)c4cc(OC)ccc4O)cn3c(=O)c2c1C	4	23	1	18	1760	0.8	27	0.8	4	5
CC1(C(=O)Nc2nnc(C(C)(C)C)s2)Cc2ccccc2C(=O)O1 (stereo not drawn)	5	-8	-2	-1	1434	1.1	-8	1	-4	0
Cc1ccc2nc(Nc3ccccc3)c(/C=N/O)c(=O)n2c1	9	12	-4	-4	1638	0.9	-7	1	18	7
O=C(Cn1nnc2c(cnn2-c2ccc(F)cc2)c1=O)OC1CCCCC1	3	7	-4	-3	1601	0.9	-8	1	-1	4
COc1cccc(NC(=O)NC2CCCc3ccccc32)c1 (stereo not drawn)	-1	-9	-1	-8	1355	1.1	-8	1.1	-6	-8
Cc1cccc(C(=O)NC(=S)N2CCN(C(=S)NC(=O)c3cccc(C)c3)CC2)c1	2	8	2	-6	1668	0.9	-19	1.1	5	2
Cc1cccc(N2CCN(C(=O)COc3cccc4c3OC(C)(C)C4)CC2)c1C	-1	-9	-10	-3	1617	1.1	-8	1	6	3
CCOC(=O)/C(=C/c1c2ccccc2cc2ccccc12)NC(=O)c1ccccc1	-10	-1	-4	2	1679	1	-1	1	7	-3
COc1ccc(CCNS(=O)(=O)c2ccc(C(=O)NCc3ccco3)cc2)cc1OC	5	7	0	-5	1672	0.9	-15	1.1	3	-1
CCCNc1nc2ccccc2c(=O)[nH]1	2	5	-8	-4	1595	1	1	1	0	1
Nc1[nH]nc2nc(N3CCOCC3)nc(-c3ccccc3)c12	2	-19	2	-4	1399	1.2	-13	1	5	2
Cc1cccc(/C=C2\CCC(C3CCCC3)C2=O)c1 (stereo not drawn)	2	0	0	2	1504	1	-17	1	4	13
Cc1ccc(-n2c(-c3c(-c4ccccc4)noc3C)n[nH]c2=S)cc1	-3	-23	-1	0	1451	1.2	3	1	-7	-9
C/C(=N\NC(=O)CNc1cccc2ccccc12)c1ccc(Br)s1	6	44	2	5	1679	0.6	-7	0.9	9	11
Cc1cc(-c2ccc(Cl)cc2)n2nc(N)nc2n1	6	14	0	-3	1534	0.9	-9	1	-6	6
CN(CCCOc1ccccc1Br)Cc1ccccc1	-3	2	-4	-6	1473	1	-8	1.1	-4	-9
CC(OC(=O)c1cc2sccc2n1C)C(=O)NCc1cccs1 (stereo not drawn)	8	8	-4	-5	1517	0.9	-12	1.1	1	24*
CCOc1ccc(OCC)c(C2C(C#N)=C(N)N(c3cccnc3)C3=C2C(=O)CC(C)(C)C3)c1 (stereo not drawn)	11	1	-5	-2	1618	1	-6	1	9	3
COCCNC(=O)CCSCc1ccccc1F	4	11	3	-1	1564	0.9	-8	1	7	2
CCOc1ccc(C(=O)NCC(=O)OC2CCOC2=O)cc1OCC (stereo not drawn)	6	6	1	-7	1533	0.9	-10	1.1	2	-3
(continued)
SMILES	PPARg SRC3 recr	bIAP inhibitor	HMGR II inh	TNAP inh hiacc	SRC2 TRFRET art	bIAP activator	TNAP inh no acc	TNAP act hi DEA	PPARg SRC-2 ag	PPARg SRC1 recr
O=C(CN1CCCCC1)NC(=O)NCc1ccccc1	-2	6	0	-8	1631	0.9	4	1.1	3	4
CCOc1cc(/C=N\Nc2ccc([N+](=O)[O-])cc2)ccc1OCC(=O)Nc1ccc(C)c(C)c1	6	37	-4	14	1619	0.6	11	0.9	0	2
O=C(NCCCNC(=O)c1ccco1)c1ccco1	-2	-1	-2	-2	1666	1	-11	1	10	5
CN(C)S(=O)(=O)c1ccc(NS(=O)(=O)/C=C/c2ccccc2)cc1	-2	3	4	-2	1620	1	-8	1	3	9
CSC1=NC(C)(C)C=C(/C=C/c2c(Cl)cccc2Cl)N1	1	-4	2	-2	1557	1	-10	1	6	3
COc1ccc(S(=O)(=O)N2CCOCC2)cc1OC	6	2	-3	-4	1652	1	-10	1	5	7
Cc1cc(C(=O)COC(=O)Cc2n[nH]c(=O)c3ccccc23)c(C)n1-c1cccc(C(F)(F)F)c1	1	8	0	-6	1379	0.9	-12	1.1	-4	4
CCOc1ccc2nc3sc(C(=O)N4CCN(C)CC4)c(N)c3cc2c1	-4	5	-4	-2	1391	0.9	-9	1	5	4
COc1cc(-c2nnc(COC(=O)C3c4ccccc4Oc4ccccc43)o2)cc(OC)c1OC	-1	3	2	-7	1452	1	-11	1.1	2	7
CC(C)CNC(=O)c1cc([N+](=O)[O-])ccc1N1CCOCC1	2	-5	-2	0	1415	1.1	-7	1	7	5
O=S(=O)(c1ccc2c(c1)OCCO2)N1CCC(c2nc3ccc(Cl)cc3[nH]2)CC1	-2	-38	-4	-5	1533	1.4	-11	1	3	3
Cc1cc(-c2ccccc2)c(C#N)c(SCC(N)=O)n1	7	7	-2	-3	1647	0.9	-9	1	10	-3
CCC(OC(=O)c1nsc(Cl)c1Cl)C(=O)NCCOC (stereo not drawn)	-3	7	-1	2	1732	0.9	-8	1	-3	2
O=C(CCS(=O)(=O)Cc1ccccc1)NCc1ccco1	6	8	0	-3	1674	0.9	-13	1	7	11
CC1=NN(C(=O)CSCc2ccccc2)C(O)(c2ccc(F)cc2)C1 (stereo not drawn)	-3	19	-2	-2	1519	0.8	-55	1	1	8
CN1CCN(C(=O)c2ccc(CS(=O)(=O)c3c(Cl)cccc3Cl)o2)CC1	2	10	-5	-2	1637	0.9	-5	1	8	-4
CCOc1ncccc1C(=O)NCc1cccc(OC)c1	-4	-1	-2	12	1564	1	-21	0.9	-1	-3
Cc1ccc(NC(=O)c2cc(N(C)C)ccc2[P+](=O)O)cc1	16	7	1	-2	1586	0.9	-4	1	11	13
NC(=O)Nn1c(CCC(=O)O)ccc1-c1ccc(Br)cc1	-7	12	-1	-7	1557	0.9	-1	1.1	0	1
Nc1nc2ccc(Cl)cc2c2nc(-c3ccco3)nn12	3	14	3	-3	1616	0.9	-2	1	5	8
Cc1ccn(CCC(=O)N2CCCC(CCC(=O)NCc3ccc(F)c(F)c3)C2)n1 (stereo not drawn)	-2	-10	-2	-1	1402	1.1	-4	1	-2	2
